Compound activity (PubChem)
GLS inhibitor = blocks human kidney-isoform glutaminase activity. O94925. GLS enzymatic activity, qHTS titration. Potency, µM (highest dose often 45.5 µM), inactives show at the top dose activity change, negative = inhibition, usual class: inhibitors. actives 0.21% (n = 410,000). AID 624170; note: potency is the fitted concentration of half-maximal effect; % is set by controls: 0 for no effect and ±100 for the full control effect
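Human kidney-isoform GLS in 45 mM KH2PO4 pH 8.2, 0.02% Tween-20, with compound, started with 1mM L-Glutamine (added stock). Glutamate oxidase/HRP/Amplex red coupled fluorescence read at start and after 30 min at RT.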
BAZ2B block = blocks human BAZ2B | Q9UIF8 | AlphaScreen BAZ2B-H3K14Ac peptide displacement | actives 4.4% (n = 360,000) | Potency, µM (top dose mostly 114 µM), inactives show at the highest dose activity change, negative = inhibition, actives largely listed as inhibitors; note: potency is the fitted concentration of half-maximal effect; % is set by controls: 0 for no effect and ±100 for the full control effect; nearly all actives have a fitted effect of over 60% in size
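AlphaScreen displacement of biotin-H3(5-23)K14Ac peptide (50 nM final) from BAZ2B (50 nM final) in PBS pH 7.4, 0.01% Tween-20; complex preformed 30 min RT, then compounds (top 110 uM) 30 min RT, beads 20 min dark.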
JMJD2A Tudor = JMJD2A Tudor domain (human) inhibition; Potency, µM (titrated, usually from 114 µM), without a hit: at the top dose activity change, negative = inhibition, usual class: inhibitors; O75164; actives 4.4% (n = 390,000); AlphaScreen JMJD2A-Tudor / H3K4me3 peptide binding; note: potency is the fitted concentration of half-maximal effect; % is set by controls: 0 for no effect and ±100 for the full control effect; nearly all actives have a fitted effect of over 50% in size
Pin1 inhibitor = inhibitors of human Pin1 | actives 0.009% (n = 390,000) | Pin1 FP peptide displacement, HiFluor488, 10 min | Potency, µM (titrated, usually from 115 µM), for inactives: at the top dose activity, negative = inhibition, actives largely listed as inhibitors | Q13526; active = well fitted inhibition curve with a large enough effect in the polarisation, with a control signal flat, not every such curve was filed as active; inconclusive = small, poorly fitted or top-dose-only effect, or effect the other way, or a change in a side signal; inactive = no such curve, though single readings can be large or run the other way; the % refers to the polarisation; note: potency is the fitted concentration of half-maximal effect; % is set by controls: 0 for no effect and ±100 for the full control effect
ERG-DNA inh = blocks human ERG Ets domain binding to DNA. P11308. fluorescence polarization, His-ERG Ets domain / labelled DNA. Potency, µM (titrated, usually from 76.9 µM), for the others: at the highest dose FP activity, negative = inhibition, actives largely listed as inhibitors. actives 0.028% (n = 370,000). AID 624246; active = well fitted inhibition curve with a large enough effect in the polarisation, with a control signal flat; inconclusive = small, poorly fitted or top-dose-only effect, or effect the other way, or a change in a side signal; inactive = no such curve, though single readings can be large or run the other way; the % refers to the polarisation;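 note: polarization taken with two DNA probes labelled with fluorescein and Texas red; potency is the fitted concentration of half-maximal effect; % of control where 0% means no effect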
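His-tagged ERG Ets domain (1 uM in the protein solution; 300mM KCl, 50mM Tris-HCl, 1mM EDTA, 1mM DTT, pH 7.5) received compound, then a probe mix of 5 nM fluorescein-DNA and 100nM Texas-615-DNA. Fluorescence polarization was read for both dyes.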
PI4K2A block = inhibitors of human PI4K2A; Q9BTU6; purified PI4K2A, ADP-Glo luminescence, 1 h; hits give low values; activity change, negative = inhibition, % at 76.9 µM; actives 0.13% (n = 420,000); AID 1346378; in the data active = activity change below about -50%; inconclusive = mostly about -30% to -49%;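 note: -100% = wells without enzyme as full effect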
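Compounds are screened against recombinant PI4K2A using PI as substrate and ATP, the latter dispensed at 300 microM. Reactions run one hour at ambient temperature before ADP-Glo detection; full inhibition defined by wells lacking enzyme.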
PGK inhibitor = T. brucei PGK inhibition; P07378; PGK/GAPDH coupled, Kinase-Glo luminescence, 60 min; Potency, µM (top dose mostly 57.5 µM), without a hit: top-dose activity change, negative = inhibition, usual class: inhibitors; actives 0.043% (n = 380,000); note: potency is the fitted concentration of half-maximal effect; % is set by controls: 0 for no effect and ±100 for the full control effect; nearly all actives have a fitted effect of over 60% in size
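Luminescent ATP detection (Kinase-Glo Plus) follows a 60-minute room-temperature incubation, with wells lacking PGK as controls. Buffer: 100 mM TEA (pH 7.6), 5 mM MgCl2, 0.01% Tween-20. Coupling enzyme GAPDH (100 nM final) supplies unstable 1,3-BPG in-well.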
HP1b binding inh = blocks HP1-beta chromodomain binding to methylated histone tails. P83916. AID 540317. AlphaScreen HP1-beta / biotin-H3K9me3 peptide binding. actives 0.56% (n = 390,000). Potency, µM (series often up to 114 µM), without a hit: top-dose activity change, negative = inhibition, usual class: inhibitors; note: potency is the fitted concentration of half-maximal effect; nearly all actives have a fitted effect of over 70% in size; inactives centre near 23
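Compound inhibition of the preformed complex between 50 nM HP1-beta and 50 nM biotinylated H3K9me3 peptide was read by AlphaScreen. Buffer was PBS pH 7.4 with 0.01% Tween-20. Incubations ran 30 min at room temperature, with 10 ug/mL donor/acceptor beads.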
G9a inh = blocks human histone lysine methyltransferase G9a. G9a H3K9 monomethylation, AlphaScreen, 2 h. Potency, µM (top dose mostly 102 µM), for the others: top-dose activity, negative = inhibition, usual class: inhibitors. actives 8.8% (n = 350,000). AID 504332; note: potency is the fitted concentration of half-maximal effect; % is set by controls: 0 for no effect and ±100 for the full control effect; nearly all actives have a fitted effect of over 75% in size
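AlphaScreen detection with an anti-monomethyl H3K9 antibody quantified product after a 2 h room-temperature reaction containing 500 nM biotinylated H3K9 peptide, 20 µM SAM and 20 nM enzyme, which had been preincubated 15 min with compound.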
* = called active by the depositor; & = joins results of further samples; [ ] = dose if it differs, or a comment. Unless noted, calls come from the whole dose curve; as a rule, active = well fitted curve in the direction sought with a large enough effect; inconclusive = small, poorly fitted or top-dose-only effect, or another doubt; inactive = no such curve, though single readings can be large; an effect the other way counts as inactive or inconclusive.

How did O=C(COC(=O)COc1cccc(F)c1)NCCC1=CCCCC1 do in these assays?
GLS inhibitor: 2.8%; BAZ2B block: -3.2%; JMJD2A Tudor: -13.8%; Pin1 inhibitor: 4.2%; ERG-DNA inh: -3.2%; PI4K2A block: 10.9; PGK inhibitor: -4.2%; HP1b binding inh: 31.6%; G9a inh: -2.9%

What do the screens show for `CCC1SC2=NC(C)=C(C(=O)OC)C(c3ccc(C(=O)OC)cc3)N2C1=O` (stereo unspecified)?
GLS inhibitor: -7.2%; BAZ2B block: -34.6%; JMJD2A Tudor: -35.6%; Pin1 inhibitor: 0.3%; ERG-DNA inh: -8.9%; PI4K2A block: 0.3; PGK inhibitor: inactive; HP1b binding inh: 42.5%[activator]; G9a inh: -7.6%

How did C=CCN=c1sc(C(=O)OC)cc(=O)n1CC=C do in these assays?
GLS inhibitor: 24.8%; BAZ2B block: -25.1%; JMJD2A Tudor: inconclusive; Pin1 inhibitor: 4.5%; ERG-DNA inh: 1.3%; PI4K2A block: 8.2; PGK inhibitor: -2.5%; HP1b binding inh: -15.0%; G9a inh: 23.4%

Results for CC(=O)c1cccc(Nc2cc(C)nc3ccccc23)c1 ?
GLS inhibitor: 20.6%; BAZ2B block: -15.0%; JMJD2A Tudor: -10.3%[11.4 µM]; Pin1 inhibitor: 7.8%; ERG-DNA inh: -0.5%; PI4K2A block: -2.0; PGK inhibitor: -1.0%; HP1b binding inh: 51.0%[activator]; G9a inh: -6.9%

What do the screens show for `FC(F)(F)c1cc(-c2ccccc2)nc(NCc2cccs2)n1`?
GLS inhibitor: 3.9%; BAZ2B block: 138.4%[activator]; JMJD2A Tudor: 159.3%[activator]; Pin1 inhibitor: 5.6%; PI4K2A block: 1.4; PGK inhibitor: 3.1%; HP1b binding inh: 230.3%; G9a inh: 274.2%[activator]

How did O=C(CC1C(=O)NCCN1C(=O)Nc1ccc(F)cc1)Nc1cc(Cl)ccc1Cl (stereo unspecified) do in these assays?
GLS inhibitor: 1.7%; BAZ2B block: -12.2%; JMJD2A Tudor: -17.9%; Pin1 inhibitor: 0.7%; ERG-DNA inh: 11.0%; PI4K2A block: -3.8; PGK inhibitor: -7.3%; HP1b binding inh: 35.0%; G9a inh: -3.8%

What do the screens show for `Nc1ccccc1C(=O)N1O[C@@H]2C=C[C@H]1C2`?
GLS inhibitor: -1.8%; JMJD2A Tudor: inconclusive; Pin1 inhibitor: -3.2%; ERG-DNA inh: -0.2%; PI4K2A block: -2.0; PGK inhibitor: inactive; HP1b binding inh: 30.7%

What do the screens show for `Cc1ccc(CN2CC(C(=O)NNC(=O)Cn3ccc(C(F)(F)F)n3)CC2=O)cc1` (stereo unspecified)?
GLS inhibitor: 13.3%; BAZ2B block: 11.9%; JMJD2A Tudor: -10.5%; Pin1 inhibitor: -4.2%; ERG-DNA inh: -13.4%; PI4K2A block: -3.7; PGK inhibitor: inactive; HP1b binding inh: 31.7%; G9a inh: -2.7%[12.7 µM]

What do the screens show for `CCc1ccccc1NC(=O)CSc1nc2ccccc2nc1N1CCOCC1`?
GLS inhibitor: 3.9%; BAZ2B block: 4.2%; JMJD2A Tudor: -4.2%; Pin1 inhibitor: 5.3%; ERG-DNA inh: 4.3%; PI4K2A block: -3.9; PGK inhibitor: 4.4%; HP1b binding inh: 34.7%; G9a inh: -20.4%

How did CCOc1ccccc1OCCCNCc1ccccc1 do in these assays?
GLS inhibitor: -14.0%; BAZ2B block: 79.4µM*; JMJD2A Tudor: 5.01µM*; Pin1 inhibitor: -0.2%; ERG-DNA inh: -6.5%; PI4K2A block: -0.1; PGK inhibitor: 1.2%; HP1b binding inh: inconclusive

What do the screens show for `Fc1ccc(CN2CCN(c3ncnc4scc(-c5ccc(F)cc5)c34)CC2)cc1`?
GLS inhibitor: 0.0%; BAZ2B block: inconclusive; JMJD2A Tudor: inconclusive; Pin1 inhibitor: -0.5%; ERG-DNA inh: -6.8%; PI4K2A block: 2.5; PGK inhibitor: inactive; HP1b binding inh: 4.4%; G9a inh: -7.5%

What do the screens show for `CCn1c(SCC(=O)NNC(=S)Nc2ccccc2)nnc1-c1ccc(Cl)cc1`?
GLS inhibitor: 11.5%; BAZ2B block: 1.1%; JMJD2A Tudor: -10.1%; Pin1 inhibitor: 0.3%; ERG-DNA inh: -3.3%; PI4K2A block: 4.2; PGK inhibitor: -10.0%; HP1b binding inh: 33.8%; G9a inh: 20µM*

How did Cc1c(N=C/C=C2/N(C)c3ccccc3C2(C)C)c(=O)n(-c2ccccc2)n1C do in these assays?
GLS inhibitor: 25.4%&22.5%; BAZ2B block: 0.0%; JMJD2A Tudor: -11.8%&-17.3%; Pin1 inhibitor: inconclusive; ERG-DNA inh: 6.6%&14.7%; PI4K2A block: 2.8&1.5; PGK inhibitor: 2.8%&-0.4%; HP1b binding inh: 24.6%&11.9%; G9a inh: -13.4%[59 µM]

What do the screens show for `CCN(CC)CCCN(C(C)=O)c1nc(-c2cc(OC)ccc2OC)cs1`?
GLS inhibitor: -1.1%; BAZ2B block: -5.9%; JMJD2A Tudor: -33.8%; Pin1 inhibitor: -1.2%; ERG-DNA inh: -8.1%; PI4K2A block: -2.5; PGK inhibitor: -1.6%; HP1b binding inh: -3.5%; G9a inh: -9.5%

What do the screens show for `COc1cccc(CN2CCN(Cc3ccc(O)cc3)CC2CCO)c1` (stereo unspecified)?
GLS inhibitor: -5.9%; BAZ2B block: -22.7%; JMJD2A Tudor: -9.4%; Pin1 inhibitor: -0.9%; ERG-DNA inh: -8.5%; PI4K2A block: 0.7; PGK inhibitor: -3.6%; HP1b binding inh: 22.8%; G9a inh: 19.1%

What do the screens show for `OCCN=Cc1c(O)[nH]c2ccccc12`?
GLS inhibitor: -4.9%; BAZ2B block: 0.9%; JMJD2A Tudor: -9.4%; Pin1 inhibitor: 1.0%; ERG-DNA inh: 4.5%; PI4K2A block: -16.8; PGK inhibitor: 1.1%; HP1b binding inh: 41.5%[activator]; G9a inh: 24.5%[12.7 µM]

How did CN(C)/N=C/C=C1\CCC/C(=C\c2ccc(F)c(F)c2)C1=O do in these assays?
GLS inhibitor: -13.0%; BAZ2B block: 39.8µM*; JMJD2A Tudor: inconclusive; Pin1 inhibitor: inconclusive; ERG-DNA inh: -5.3%; PI4K2A block: 9.4; PGK inhibitor: inactive; HP1b binding inh: inconclusive; G9a inh: inconclusive

Results for CCC(=O)[C@@]1(C)[C@H](C)C[C@H]2[C@@H]3CCC4=CC(=O)C=C[C@]4(C)[C@H]3[C@@H](O)C[C@@]21C ?
GLS inhibitor: -5.4%; BAZ2B block: -4.1%; JMJD2A Tudor: -13.1%; Pin1 inhibitor: 2.1%; ERG-DNA inh: -8.1%; PI4K2A block: 0.9; PGK inhibitor: 9.8%; HP1b binding inh: 34.2%; G9a inh: -5.1%[59 µM]

How did COc1ccc(OC)c(NC(=O)c2cc(C3CC3)nc3c2c(C)nn3-c2ccc(C)cc2)c1 do in these assays?
GLS inhibitor: -16.5%; BAZ2B block: -1.7%[57.1 µM]; JMJD2A Tudor: -29.4%; Pin1 inhibitor: 8.5%; ERG-DNA inh: 9.6%; PI4K2A block: -0.5; PGK inhibitor: inactive; HP1b binding inh: -7.4%; G9a inh: -30.8%[59 µM]

How did Cc1ccc(Nc2ccc3nonc3c2[N+](=O)[O-])cc1 do in these assays?
GLS inhibitor: 0.7%; BAZ2B block: -20.4%; JMJD2A Tudor: 2.4%; Pin1 inhibitor: 1.8%; ERG-DNA inh: -6.4%; PI4K2A block: 3.0; PGK inhibitor: -3.4%; HP1b binding inh: 34.9%; G9a inh: -34.9%

Results for C[C@@H](NC(=O)c1[nH]cnc1C(=O)Nc1ccccc1)c1ccccc1 ?
GLS inhibitor: 2.5%; BAZ2B block: 12.1%; JMJD2A Tudor: -32.6%; Pin1 inhibitor: -3.0%; ERG-DNA inh: 3.0%; PI4K2A block: 4.6; PGK inhibitor: -2.6%; HP1b binding inh: 20.1%; G9a inh: 6.7%[0.501 µM]

What do the screens show for `Cn1c(SCC(=O)NC2CCCC2)nnc1-c1ccco1`?
GLS inhibitor: -3.6%; BAZ2B block: 9.3%; JMJD2A Tudor: -16.4%; Pin1 inhibitor: -4.3%; ERG-DNA inh: 3.8%; PI4K2A block: 0.9; PGK inhibitor: -2.1%; HP1b binding inh: -5.2%; G9a inh: -8.0%

What do the screens show for `COc1ccc(-c2ccc(=O)n(CC(=O)Nc3cccc(O)c3)n2)cc1OC`?
GLS inhibitor: -8.9%; BAZ2B block: -12.9%; JMJD2A Tudor: -11.0%; Pin1 inhibitor: 14.4%; ERG-DNA inh: -7.6%; PI4K2A block: 9.1; PGK inhibitor: -10.1%; HP1b binding inh: 18.5%; G9a inh: -14.0%[59 µM]

How did O=C(Cc1ccccc1)NNC(=O)Cc1ccccc1 do in these assays?
GLS inhibitor: 0.1%; BAZ2B block: -3.1%; JMJD2A Tudor: -20.3%[11.4 µM]; Pin1 inhibitor: -1.8%; ERG-DNA inh: 10.1%; PI4K2A block: -3.4; PGK inhibitor: -1.8%; HP1b binding inh: 29.9%; G9a inh: -24.4%[59 µM]

Results for CCNc1nc(N)nc(-c2cc(Cl)ccc2O)n1 ?
GLS inhibitor: -8.6%; BAZ2B block: 10.7%; JMJD2A Tudor: 31.4%; Pin1 inhibitor: -3.5%; ERG-DNA inh: 0.5%; PI4K2A block: 0.8; PGK inhibitor: -8.8%; HP1b binding inh: 57.1%[activator]; G9a inh: 72.9%[activator]
